S3 lipid droplet: qHTS Assay for Lipid Storage Modulators in Drosophila S3 Cells. Drosophila S3 cells, BODIPY lipid droplet fluorescence, 18-24 h; cells fed with added oleic acid. Potency in µM for hits, for the others lipid storage change, negative = inhibition, % at the top dose, mostly 46.1 µM. 0.64% of 320,000 active. AID 2685; active = well fitted inhibition curve with a large enough effect in the signal ratio, with a control signal flat, not every such curve was filed as active; inconclusive = small, poorly fitted or top-dose-only effect, or effect the other way, or a change in a side signal; the % refers to the signal ratio
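Drosophila S3 cells got compounds at several concentrations plus oleic acid (400 uM solution). Laser-scanning cytometry with 488 nm excitation read lipid droplets at 500-530 nm and cells at 575-640 nm. Percent activity was relative to 20 uM Triacsin C.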
S3 lipid droplet cell count max: further read-out of S3 lipid droplet, marked with its call; cell number change, %; measured here: cell count max response;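 cells counted by Cell Tracker Red CMTPX staining in the red channel; peak over a dose series mostly up to 46.1 µM; percent activity relative to internal control wells on each plate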
* = called active by the depositor; i = inactive; ? = inconclusive; . = no result given; [ ] = another dose, or the depositor's remark. % is scaled to controls: 0 for no effect and ±100 for the full control effect; potency is read from the fitted curve at half-maximal effect.

smiles | S3 lipid droplet | S3 lipid droplet cell count max
CCOc1ccc(Cl)cc1S(=O)(=O)N1CCC(C(=O)N2CCCC2)CC1 | i | -3
N/C(=N\OS(=O)(=O)c1ccc(Cl)cc1)c1ccncc1 | ? | .
O=C(/C=C/c1ccc(-c2ccccc2)cc1)NCc1cccnc1 | ? | .
CC(=O)N1CCN(c2ccc([N+](=O)[O-])cc2C#N)CC1 | ? | .
C=CCN(C(=O)CNC(=O)c1ccco1)C(C(=O)NC1CCCCC1)c1ccc(F)cc1 (configuration not stated) | 9% | -16
CCCCNC(=O)CCCn1c(=O)c2ccccc2n(CC(=O)NCCC2=CCCCC2)c1=O | ? | .
CCCCN1CCNC1=S | -9% | -15
COC(=O)c1ccc(COc2cccc3c2OC(C)(C)C3)cc1 | i | .
Cn1c(=O)c2c(ncn2CC(=O)N2CCN(c3ccccc3)CC2)n(C)c1=O | i | -20
COc1ccc(-n2nnnc2/C=C\Nc2ccccc2C(=O)c2ccccc2)cc1 | i | -5
CNC(=O)CC1C(=O)N(C)C(=S)N1NC(=O)c1ccc(Cl)cc1 (configuration not stated) | ? | .
CCn1cc(S(=O)(=O)c2ccc(C)cc2)[nH]c1=O | ? | .
Oc1c(/C=C/C=C/C=Nc2ccccc2)sc(=S)n1Cc1ccccc1 | ? | .
O=C(NCC1CCCCC1)c1cccc(S(=O)(=O)NCc2cccnc2)c1 | ? | .
CCCS(=O)(=O)N1CCC(C(=O)NCc2ccc3c(c2)OCO3)CC1 | 0% | 15
N#CC(C(=O)C12CC3CC(CC(C3)C1)C2)c1nc2ccccc2[nH]1 (configuration not stated) | ? | .
CCCCCCCCCCn1c2c(c(=N)c3c1CCC3)CCC2 | ? | .
O=C(CSc1nnc(-c2ccco2)o1)Nc1ccccc1Cl | 20%[0.369 µM] | -5
CCc1nc(SCC(=O)N2CCC(C)CC2)c2c(=O)n(C)c(=O)n(C)c2n1 | 2% | -2
CN1C(=S)SC(C)(NO)C1(C)C (configuration not stated) | 5.2µM* | -12*
COc1ccc(S(=O)(=O)N2CCCN(CCC(=O)Nc3cccc(C(F)(F)F)c3)CC2)cc1 | ? | .
Clc1ccc(-c2csc(N/N=C/c3ccc4c(c3)OCO4)n2)cc1 | -11% | -13
O=S(=O)(Nc1ccncc1)c1ccc(Cl)cc1 | 10µM* | -15*
COc1nc(Nc2ccc([N+](=O)[O-])cc2)nc(NC2CCCCC2)n1 | 1% | -3
CCOC(=O)C1CCN(C(=O)COC(=O)c2nn(C)c(=O)c3ccccc23)CC1 | ? | .
CCC(C)NC(=S)Nc1ccc(F)cc1 (configuration not stated) | ? | .
CCn1c(C)cc(O)c(C(=O)Nc2cccc(Cl)c2)c1=O | ? | .
Nc1cc(-c2ccc(Cl)cc2)nn1S(=O)(=O)c1cccc2nsnc12 | ? | .
CC(C)CC(=O)NC(=S)Nc1ccccc1F | ? | .
C[C@H]1COc2c(C3(N)CC3)c(F)cc3c(=O)c(C(=O)O)cn1c23 | ? | .
C[C@@H]1NC(=O)[C@@]2(C)[C@@H](c3ccccc3)[C@H]3COc4ccc(Cl)cc4[C@@H]3N2C1=O | ? | .
O=C(Cn1cnc2c(cnn2-c2ccc(F)cc2)c1=O)N1CCN(c2ccccc2)CC1 | -4% | 18
CCO[C@@H]1OC(C(=O)NCc2nc3ccccc3[nH]2)=C[C@H](c2ccc(C(F)(F)F)cc2)[C@H]1CCCO | ? | .
CCN(C(=O)CSc1ncccc1C(=O)Oc1cccc([N+](=O)[O-])c1)c1cccc(C)c1 | ? | .
O=C(CSc1nnc(-c2ccc(Cl)cc2)o1)N1CCOCC1 | ? | .
O=C(NCC(=O)N1CCCC(C(F)(F)F)C1)c1ccc(Br)o1 (configuration not stated) | 13% | 12
CN(C(=O)COC(=O)CN1C(=O)c2cccc([N+](=O)[O-])c2C1=O)c1ccccc1 | -9% | -9
NS(=O)(=O)c1ccc(CCNC(=O)COC(=O)Cc2ccc([N+](=O)[O-])cc2)cc1 | ? | .
COc1cccc(NC(=O)c2ccc3c(O)c(S(=O)(=O)c4ccccc4)c(=O)[nH]c3c2)c1 | ? | .
Cc1ccc(-c2ocnc2C(=O)Nc2ccccc2NC(=O)c2ccccn2)cc1 | i | 10
CC(C)CCN=Cc1c(O)n(-c2ccccc2)c(=O)c2ccccc12 | i | .
COc1cccc(CN(C)CC2CCCN(CCc3ccc(Cl)cc3)C2)c1OC (configuration not stated) | 9% | -11
CCOc1ccc(-n2cc(-c3ccccc3)c3c(=S)nc[nH]c32)cc1 | ? | .
O=C(CCl)N1CCN(CC(=O)N2CCCC2)CC1 | ? | .
COc1ccc(Br)cc1CN(C)CC(=O)Nc1ccccc1Cl | 0% | 1
O=C(C1CC1)N1N=C(C2CCCCC2)CC1(O)C(F)(F)F (configuration not stated) | ? | .
Cc1cc(-c2ccccc2)nc(N/N=C/c2cccnc2)n1 | 23% | 7
COc1ccc(CN2C(=O)C(=O)N(CC(N)=O)C2=O)cc1 | ? | .
O=C1C(C2=NC(c3ccccn3)C3C(=O)N(c4ccc(OC(F)(F)F)cc4)C(=O)C23)=C(O)c2ccccc21 (configuration not stated) | -10% | 10
CC(CCn1cccn1)NC(=O)CCc1nnc(CCc2ccccc2)o1 (configuration not stated) | -13% | 4

Following part.
smiles | S3 lipid droplet | S3 lipid droplet cell count max
Cc1ccc2c(c1)/C(=C/c1ccccc1C)C(=O)N2 | ? | .
COC(=O)c1sc(S(=O)(=O)NCCCN(C)C)c(C(=O)OC)c1C | 5% | 12
Cc1ccccc1OCCC(=O)N1CCN(S(=O)(=O)c2ccc(F)cc2)CC1 | 4% | .
CCn1c(=O)c2cc(C(=O)N(C)c3cc(C)ccc3OC)sc2c2ccccc21 | ? | .
CN(CC(=O)Nc1ccccc1Br)CC(=O)Nc1ccccc1-c1ccccc1 | -23% | 4
O=C(Cc1ccccc1)Nc1ccc(NC(=O)C2CC2)nc1 | ? | .
COc1ccccc1N1CCN(C(=O)C2CCN(C(=O)c3cccc(Cl)c3)CC2)CC1 | ? | .
O=c1cc(C(F)(F)C(F)F)oc2ccccc12 | -2% | -1
Cc1nn(C)c(C)c1S(=O)(=O)N(CC(=O)NCCN1CCOCC1)c1ccc(C(C)C)cc1 | 8% | 13
COc1cc(C(=O)Nc2cc(C)ccn2)ccc1OCC(=O)N1CCOCC1 | ? | .
COc1cccc(N2CC(C(=O)Nc3nnc(SCC(=O)c4ccccc4)s3)CC2=O)c1 (configuration not stated) | ? | .
CC(c1nnc(SCC(=O)N2CC(=O)Nc3ccccc32)n1Cc1ccccc1)N(C)C (configuration not stated) | ? | .
CNC(=O)/C(C#N)=C\c1ccc(CNS(=O)(=O)c2ccc(Cl)cc2)o1 | -15% | -11
O=Cc1c(NCCN2CCCC2)c2ccccc2[nH]c1=O | ? | .
Cc1ccc(C(=O)COC(=O)c2cc(Cl)nc3ccccc23)cc1 | ? | .
O=C(COC(=O)c1cccc(S(=O)(=O)N2CCCC2)c1)Nc1ccccc1C(F)(F)F | ? | .
Cc1ccc(CSCC(=O)N/N=C/c2cccc(OC3CSC3)c2)cc1 | -13% | 2
CN1CCN(C(=O)C2CCCN(S(=O)(=O)c3ccc(Br)cc3)C2)CC1 (configuration not stated) | ? | .
O=C1C=C(/C=C/c2ccccc2)C[C@@H](c2ccc3c(c2)OCO3)C1 | ? | .
CC(=O)C(C(C)=O)C(NC(=O)c1cccnc1)(C(F)(F)F)C(F)(F)F | -19% | -9
O=C(O)c1ccc(CNC(=O)c2ccc(S(=O)(=O)N3CCCCC3)cc2)cc1 | 18% | -14
CCn1nc(C)c(CN2CCC(n3nccc3NC(=O)c3ccccc3OC)CC2)c1C | ? | .
CC(C(=O)c1c[nH]c(C(N)=O)c1)c1ncc(C(F)(F)F)cc1Cl (configuration not stated) | ? | .
CC(=O)Nc1ccc(NC(=O)C(C)OC(=O)/C=C/c2ccc3c(c2)OCO3)cc1 (configuration not stated) | ? | .
CCc1cc(=O)oc2c(CN3CCN(C)CC3)c(O)ccc12 | 8% | 4
c1ccc2c(c1)Cc1cc(CN3CCOCC3)ccc1-2 | 29% | -7
Cc1ccccc1OCCCc1c(C)n[nH]c1C | -2% | -18
CSCCC1C(C#N)=C(N)Oc2n[nH]c(-c3cccs3)c21 (configuration not stated) | 3% | 0
CCN(CC(=O)Nc1ccc(NC(C)=O)cc1)C(=O)/C=C/c1cn(-c2ccccc2)nc1-c1ccc(F)cc1 | ? | .
COCCN(C(=O)CCC(=O)Nc1cc(C)on1)C(C(=O)NC1CCCC1)c1ccc(C)cc1 (configuration not stated) | ? | .
Cc1cccc(NC(=O)CN(C)S(=O)(=O)c2ccc(-c3ccc(=O)[nH]n3)s2)c1C | ? | .
O=[N+]([O-])c1ccc(CSc2ncnc3c2ncn3[C@@H]2O[C@H](CO)[C@@H](O)[C@H]2O)cc1 | 4% | 8
Cc1ccc(C)c(N(C)C(=O)CCS(=O)(=O)c2cccc3nonc23)c1 | ? | .
Cc1cccc(OCC(=O)Nc2ccc3c(C)cc(=O)oc3c2)c1 | ? | .
CN1CCN(S(=O)(=O)c2cccc(C(=O)Oc3ccc(C(C)(C)C)cc3)c2)CC1 | ? | .
O=C(Nc1ccc([N+](=O)[O-])cc1)Nc1ccc(OC(F)F)c(Cl)c1 | ? | .
COc1cc(C2C(C#N)=C(C)NC3=C2C(=O)c2ccccc23)cc(OC)c1OC (configuration not stated) | ? | .
O=C(O)c1c2c(nc3ccc(Cl)cc13)CCC2 | 0.052µM* | .
CC(Sc1n[nH]c(N)n1)C(=O)Nc1cccc2ccccc12 (configuration not stated) | ? | .
COCCCNC(=O)CNC(=O)c1nn(-c2ccc(OC)cc2)c(=O)c2ccccc12 | 1% | 0
Clc1ccc(-c2cc(CN3CCCCC3)no2)cc1Cl | -2% | -25
Cc1ccc(-c2ccc(/C=N/n3cnnc3)o2)cc1Cl | ? | .
CN(C)c1ccc(P(=O)(Nc2ccccc2)N2CCOCC2)c(NC(=O)c2cccs2)c1 (configuration not stated) | 2% | 24
CCOC(=O)N1CCN(S(=O)(=O)c2c(C)[nH]c(=O)[nH]c2=O)CC1 | ? | .
Nc1nnnn1/N=C/c1ccc(N2CCCCC2)c([N+](=O)[O-])c1 | 0% | 6
Cc1ccc(S(=O)(=O)N2CCCN(S(=O)(=O)c3ccc(C)cc3)CC2)cc1 | i | -16
CCOC(=O)N1CCC(Nc2c(-c3ccc(C)cc3)c(=O)c2=O)CC1 | -5% | -7
O=C(NC(=S)NNS(=O)(=O)c1ccccc1)c1cccnc1 | 20% | 1
CCOC(=O)c1cc(-c2ccc(/C=C3/C(=O)NC(=O)C(C#N)=C3C)o2)ccc1Cl | 2% | -12
Fc1ccc(NC(=S)Nc2cc(-c3ccccc3)[nH]n2)cc1Cl | ? | .

Random excerpt: six entries already listed.
smiles | S3 lipid droplet | S3 lipid droplet cell count max
CCOC(=O)N1CCC(Nc2c(-c3ccc(C)cc3)c(=O)c2=O)CC1 | -5% | -7
COCCCNC(=O)CNC(=O)c1nn(-c2ccc(OC)cc2)c(=O)c2ccccc12 | 1% | 0
CCOC(=O)N1CCN(S(=O)(=O)c2c(C)[nH]c(=O)[nH]c2=O)CC1 | ? | .
Cc1ccc(S(=O)(=O)N2CCCN(S(=O)(=O)c3ccc(C)cc3)CC2)cc1 | i | -16
Cc1cccc(NC(=O)CN(C)S(=O)(=O)c2ccc(-c3ccc(=O)[nH]n3)s2)c1C | ? | .
Fc1ccc(NC(=S)Nc2cc(-c3ccccc3)[nH]n2)cc1Cl | ? | .

Some of the entries above in a different format:
S3 lipid droplet	S3 lipid droplet cell count max	Structure
?	.	Cc1cccc(NC(=O)CN(C)S(=O)(=O)c2ccc(-c3ccc(=O)[nH]n3)s2)c1C
4%	8	O=[N+]([O-])c1ccc(CSc2ncnc3c2ncn3[C@@H]2O[C@H](CO)[C@@H](O)[C@H]2O)cc1
?	.	Cc1ccc(C)c(N(C)C(=O)CCS(=O)(=O)c2cccc3nonc23)c1
?	.	Cc1cccc(OCC(=O)Nc2ccc3c(C)cc(=O)oc3c2)c1

The list goes on.
smiles | S3 lipid droplet | S3 lipid droplet cell count max
N#C/C(=C/c1cccc(O)c1)C(=O)NCc1ccc(Cl)cc1 | -23% | 9
COC(=O)Cc1ccc(OC(=O)C2CCN(S(=O)(=O)c3ccc(OC)c(OC)c3)CC2)cc1 | -1% | 2
CC(O)CNc1nc2ccccc2n1CC(=O)N1CCN(Cc2ccccc2)CC1 (configuration not stated) | ? | .
Cc1c(C(=O)N(C)c2ccccc2Cl)cnn1-c1ccccc1 | 2% | 2
N#CC1(NC(=O)COC(=O)c2cc(O)c3ccccc3c2O)CCCCC1 | 17% | -8
CC1CCN(C(=S)c2cccc([N+](=O)[O-])c2)CC1 | -11%[9.22 µM] | -10
COc1ccc(CCC(C)NCc2ccc(C(F)(F)F)cc2)cc1 (configuration not stated) | -1% | -10
COc1ccc(OC)c(NC(=O)CCN2CCC(C)CC2)c1 | ? | .
CCCNc1c(NC(=O)COc2ccc(Cl)cc2)c(=O)oc2ccccc12 | i | -8
CCn1c(SCc2cc(=O)n3ccsc3n2)nc2ccccc21 | 5% | 1
CCOC(=O)N1CCN(C(=O)Cn2nc(C)n3nc(-c4ccc(OC)cc4)cc3c2=O)CC1 | ? | .
COc1ccc(CNC(=O)CN(Cc2ccccc2)S(=O)(=O)c2ccc(Cl)cc2)cc1 | ? | .
COc1cc(CCCN2C(N)=NC[C@@H]2Cc2ccc(O)cc2)cc(OC)c1OC | 1% | 7

Screens (PubChem BioAssay)

Some of the compounds tested; count on the stated rates, not on these rows.
